Screening results (PubChem BioAssay)
Rad51 HR inh: human RAD51 strand exchange inhibitors, primary screen, biochemical, fluorescence; 200,000 tested, 0.085% active; hRad51 DNA strand exchange, fluorescence dequenching; inhibition, % at 10 µM;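 active = inhibition above 40% at the single screening dose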;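 note: 0% = DMSO control wells and 100% = blanks with heterologous ssDNA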
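Read-out basis: percent inhibition relative to plate controls and blanks / Assay system: human Rad51 nucleoprotein filaments preassembled on unlabelled ssDNA / Timing: filaments 15 min 37 °C, then compound 30 min / Control set: per-plate controls and blanks / Technique: fluorescence dequenching at 485/520 nm / Compound: 10 µM final, single point / Also added: Fluorescein- and BHQ1-tagged 47-mer duplex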
hK5 inh: human KLK5 protease inhibitors, primary screen, biochemical, 1536-well | recombinant hK5, fluorogenic AMC substrate cleavage | 210,000 tested, 0.59% active | inhibition, % at 5 µM | AID 873, 2007 | Kallikrein-5 (Homo sapiens), Q9Y337;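 active = inhibition of 40% or more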;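 note: 0% = enzyme controls without compound and 100% = no-enzyme blanks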
Calpain2 inh: inhibitors of pig calpain II, primary screen, biochemical, fluorogenic peptide substrate, 1536-well. AID 1236, 2008. inhibition, % at 16 µM. 220,000 tested, 0.37% active. purified calpain II, 30 min;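 active = inhibition above about 50%, limit read from the data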
KCC2 mod: KCC2 cotransporter modulators, thallium flux, primary screen, cell-based, HEK293 KCC2, FluoZin-2 fluorescence, MLSMR | Solute carrier family 12 member 5 (Homo sapiens), Q9H2X9 | KCC2 cells, thallium flux FluoZin-2 fluorescence | B-score of Tl+ flux slope (higher = more flux/activation; lower = inhibition) at 10 µM | 190,000 tested, 2.2% active;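 active = thallium flux slope and its plate-corrected score both differing from the plate sample mean at a set confidence after two filtering rounds, in either direction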;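 note: slope of fluorescence scaled to starting intensity during 10 to 20 s after thallium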
Target sequence (Q9H2X9 whole entry, looked up): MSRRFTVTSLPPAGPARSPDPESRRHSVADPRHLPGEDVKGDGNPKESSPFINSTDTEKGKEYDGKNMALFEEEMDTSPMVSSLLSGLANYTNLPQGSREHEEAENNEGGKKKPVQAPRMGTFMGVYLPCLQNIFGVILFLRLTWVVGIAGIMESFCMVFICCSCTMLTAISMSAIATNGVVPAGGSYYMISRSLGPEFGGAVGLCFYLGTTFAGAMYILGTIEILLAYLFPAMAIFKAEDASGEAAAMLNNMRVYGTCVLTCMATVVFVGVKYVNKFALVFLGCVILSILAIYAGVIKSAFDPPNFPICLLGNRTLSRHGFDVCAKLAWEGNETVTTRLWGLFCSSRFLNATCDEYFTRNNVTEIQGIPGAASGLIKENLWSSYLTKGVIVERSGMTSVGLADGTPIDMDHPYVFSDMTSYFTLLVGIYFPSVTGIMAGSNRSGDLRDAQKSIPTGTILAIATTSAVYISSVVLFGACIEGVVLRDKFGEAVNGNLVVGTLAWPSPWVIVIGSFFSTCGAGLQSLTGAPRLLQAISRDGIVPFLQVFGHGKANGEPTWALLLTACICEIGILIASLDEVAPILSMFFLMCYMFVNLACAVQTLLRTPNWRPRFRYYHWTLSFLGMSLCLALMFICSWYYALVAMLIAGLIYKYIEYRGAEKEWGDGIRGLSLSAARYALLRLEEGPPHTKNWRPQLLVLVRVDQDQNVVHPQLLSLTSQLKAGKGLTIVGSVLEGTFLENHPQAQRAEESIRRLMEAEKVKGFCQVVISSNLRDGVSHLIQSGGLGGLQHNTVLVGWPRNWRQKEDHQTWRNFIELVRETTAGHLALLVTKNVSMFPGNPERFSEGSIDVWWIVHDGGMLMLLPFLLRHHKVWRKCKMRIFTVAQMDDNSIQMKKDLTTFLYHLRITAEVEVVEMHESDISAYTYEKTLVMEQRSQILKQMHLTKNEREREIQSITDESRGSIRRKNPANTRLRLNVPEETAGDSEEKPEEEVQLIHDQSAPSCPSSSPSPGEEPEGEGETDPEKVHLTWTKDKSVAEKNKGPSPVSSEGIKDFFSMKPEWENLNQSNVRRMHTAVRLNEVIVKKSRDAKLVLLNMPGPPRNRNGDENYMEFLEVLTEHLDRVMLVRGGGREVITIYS
thrombin 1536: human alpha-thrombin inhibitors, primary screen, counter-screen for coagulation protease inhibitor project, biochemical, 1536-well, fluorogenic AMC substrate; Prothrombin (Homo sapiens), P00734; Boc-VPR-AMC fluorogenic substrate cleavage; inhibition, % at 5 µM; 220,000 tested, 0.26% active;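 active = inhibition at or above 40%; inactive = inhibition below 40%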;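 note: 0% = enzyme with no compound and 100% = wells without enzyme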
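System – human alpha-thrombin · Medium – pH 7.5 Tris (50 mM) with NaCl 150 mM, Tween 20 0.05% · Compound – single-point dosing at 5 µM, 0.2% DMSO · Incubation – enzyme reaction carried out at room temperature · Technique – fluorescence of released AMC, ex 355 nm, em 460 nm · Read-out basis – % inhibition of thrombin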
Furin inhibitor: human furin inhibitors, primary screen, biochemical, fluorescence intensity | P09958 | purified furin, fluorogenic substrate cleavage | inhibition, % at 30 µM | 220,000 tested, 0.061% active | AID 463115, 2010; in the data active = inhibition above about 25%; note: inactives centre near -15
FXIa inh 1536: human FXIa protease inhibitors, primary screen, biochemical, 1536-well. purified FXIa, Boc-Glu-Ala-Arg-AMC fluorogenic substrate. inhibition, % at 5 µM. 220,000 tested, 0.14% active. AID 798, 2007;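 active = inhibition of at least 40%; inactive = inhibition below 40%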;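 note: fluorescence of freed AMC excited at 355 nm; 0% = enzyme without compound and 100% = no enzyme blank; many of its hits are not listed in these tables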
FXIIa inh 1536: human FXIIa protease inhibitors, primary screen, biochemical, 1536-well; 220,000 tested, 0.3% active; AID 800, 2007; purified FXIIa, Boc-QGR-AMC fluorogenic substrate, 2 h; Coagulation factor XII (Homo sapiens), P00748; inhibition, % at 5 µM; in the data active = inhibition above about 40%;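 note: 0% = enzyme with no compound and 100% = blank without enzyme; many of its hits are not listed in these tables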
PERK inh: block of dimerizer-induced PERK translation repression, primary screen, PERK inhibitor project, CHO PERK-DD cells, SEAP luminescence, HTS | CHO PERK-DD fusion, SEAP luminescence translation reporter | Eukaryotic translation initiation factor 2-alpha kinase 3 (Homo sapiens), Q9NZJ5 | inhibition, % at 5.6 µM | 220,000 tested, 0.17% active;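 active = inhibition above the mean inhibition of all tested compounds plus 3 SD, set separately per screening campaign, cut at about 2.9% in these data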;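 note: PERK kinase domain activated by AP20187 dimerizer at 100 nM; 0% = DMSO with dimerizer and 100% = rapamycin at 8.4 µM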
The depositor's hits bear a star; i = inactive; . = no result given; [ ] = dose if it differs, or a comment.

SMILES | Rad51 HR inh | hK5 inh | Calpain2 inh | KCC2 mod | thrombin 1536 | Furin inhibitor | FXIa inh 1536 | FXIIa inh 1536 | PERK inh
CCOc1ccc(C(C)(O)CN2CCOCC2)cc1 (stereo unspecified) | -5.8 | -20.1 | -10.6 | 0.117 | -1.2 | -21.0[20 µM] | 1.0 | 5.7 | 1.4
CCCCCC(=O)Nc1ccc(N2CCN(C(=O)CCC)CC2)cc1 | -0.6 | -1.6 | 1.6 | . | 4.2 | -12.9[20 µM] | -1.1 | 18.0 | 0.0
CCc1ccccc1NS(=O)(=O)c1cc(C)ccc1OC | . | -5.5 | 0.5 | -0.962 | 2.7 | -14.6[20 µM] | -3.6 | -2.0 | -0.1
COc1ccc(CC(=O)n2c(CC#N)nc3ccccc32)cc1OC | -1.7 | -108.3 | 0.4 | . | -3.0 | -15.9 | 3.5 | 3.5 | 1.0
CC(C)(C)C(=O)Cn1c(=N)n(Cc2ccccc2)c2ccccc21 | 5.4 | -3.3 | -0.5 | 1.38 | -8.9 | -5.4 | -3.0 | 2.2 | -1.0
Cc1cc(C)cc(N2C(=O)CC(n3nc(C)cc3C)C2=O)c1 (stereo unspecified) | -5.0 | -14.3 | 10.1 | -0.683 | 9.6 | -5.4[20 µM] | 11.3 | 26.1 | -0.2
Cn1c(=O)c2c(nc(N3CCCCC3)n2C)n(C)c1=O | -1.6 | -23.5 | -29.9 | . | 2.6 | -5.0 | 7.0 | 19.2 | 0.5
CC(c1ccco1)N(C(=O)C12CC3CC(CC(C3)C1)C2)c1ccccn1 (stereo unspecified) | 8.0 | 4.8 | 19.9 | 0.729 | -1.5 | -5.3 | -0.6 | 2.1 | -0.5
CCNC(=S)Nc1cc(OC)c(NC(=O)c2ccco2)cc1OC | . | 2.3 | 22.0 | 0.00206 | 0.2 | -8.8 | -0.1 | 4.5 | 0.1
Cn1cc(C=O)c2ccccc21 | -11.2 | -2.5 | 8.1 | -0.882 | -1.6 | -7.1 | -5.0 | 6.9 | -0.8
Cc1ccnc(NC(=O)Nc2ccc3c(c2)OCO3)c1 | 28.6 | -6.3 | -15.9 | 0.85 | -8.8 | -18.6 | 0.6 | 7.2 | 1.0
C#CCOCCOCCOCCNc1nc(N2CCN(C(=O)C([C@@H](C)CC)n3cc(C(N)CC(C)C)nn3)CC2)nc(N2CCN(C(=O)[C@H](CCC(=O)O)n3cc(C(N)Cc4ccc(O)cc4)nn3)CC2)n1 (stereo partly specified) | 11.1 | 4.0 | -5.0 | -1.47 | 2.8 | -36.5 | -3.4 | 10.5 | 1.1
COCCCN1C(=O)/C(=C\c2cccs2)C(C(=O)OC)=C1C | -1.3 | -2.5 | 19.3 | -0.311 | -7.7 | -15.7 | 0.2 | 9.6 | 0.2
CCOC(=O)C1CCCN(C(=O)c2cn(CC)c(=O)c3cc(OC)c(OC)cc23)C1 (stereo unspecified) | -8.2 | 1.4 | -12.4 | 0.27 | 5.5 | -9.1 | 4.0 | 18.2 | 0.1
CC(Sc1nnc(-c2ccco2)o1)C(=O)NCCC1=CCCCC1 (stereo unspecified) | -2.5 | 47.4* | 30.0 | -1.29 | . | 3.9 | 28.4 | 21.0 | -0.7
CCOC(=O)C1(Cc2ccccc2Cl)CCN(C(=O)CCn2ccnc2C)CC1 | -4.1 | -3.1 | 37.7 | -0.176 | -14.7 | -14.0 | 6.2 | 2.5 | -0.7
COc1ccccc1-c1nnc(SCC(=O)N2CCOCC2)n1-c1ccccc1 | -0.6 | -1.6 | -3.9 | 0.304 | 0.1 | -10.1[20 µM] | -6.3 | 7.0 | 0.2
O=C(NCC1CCCO1)c1nc2c(nnn2Cc2ccc(F)cc2)c(=O)[nH]1 (stereo unspecified) | . | -5.5 | 12.8 | -2.21 | -4.9 | -24.1 | -7.8 | -2.8 | 1.8
NC(=O)c1ccc(F)cc1 | -5.2 | 5.7 | -27.5 | 0.805 | 0.5 | -17.4 | 1.0 | 3.5 | 2.0
CC1CCN(Cc2c(O)ccc3c2O/C(=C\c2ccco2)C3=O)CC1 | . | -12.1 | -188.1 | i | -1.4 | 5.8 | 5.5 | 9.3 | 0.7
C/C(=N/O)c1ccc2c(c1)OCCOCCOc1cc(/C(C)=N/O)ccc1OCCOCCO2 | . | -7.1 | -28.8 | -0.0915 | 0.9 | -30.4 | 6.1 | 10.5 | -1.1
COc1cc(C(=O)Nc2ccc3c(c2)CCN3C(C)=O)cc(OC)c1OC | 7.6 | -1.4 | -12.6 | 1.9 | -1.2 | -0.4 | -7.9 | 6.5 | 1.3
O=C(O)c1cn(Cc2ccccc2)c2ccccc2c1=O | . | 0.0 | -8.9 | 0.439 | 1.3 | -22.9 | 8.0 | 10.2 | 1.2
O=C(COC(=O)c1c(Cl)ccc(Cl)c1Cl)NC1CCS(=O)(=O)C1 (stereo unspecified) | 4.1 | 0.3 | 23.4 | 0.148 | -5.8 | -4.8 | 2.6 | 9.9 | 0.7

Rewritten with two lines to a compound: two of the compounds above
Every second line gives: Rad51 HR inh	hK5 inh	Calpain2 inh	KCC2 mod	thrombin 1536	Furin inhibitor	FXIa inh 1536	FXIIa inh 1536	PERK inh
CC1CCN(Cc2c(O)ccc3c2O/C(=C\c2ccco2)C3=O)CC1
→ .	-12.1	-188.1	i	-1.4	5.8	5.5	9.3	0.7
O=C(COC(=O)c1c(Cl)ccc(Cl)c1Cl)NC1CCS(=O)(=O)C1 (stereo unspecified)
→ 4.1	0.3	23.4	0.148	-5.8	-4.8	2.6	9.9	0.7

New compounds follow.
SMILES | Rad51 HR inh | hK5 inh | Calpain2 inh | KCC2 mod | thrombin 1536 | Furin inhibitor | FXIa inh 1536 | FXIIa inh 1536 | PERK inh
CCNc1nc(OCCNS(=O)(=O)c2cc(C)ccc2C)nc(N(C)C)n1 | -4.7 | -18.8 | 12.7 | . | -12.5 | -19.6 | 4.4 | 10.6 | -1.0
O=C(NCc1ccc2c(c1)OCO2)c1ccc2c(=O)n(C3CCCC3)c(=O)[nH]c2c1 | -4.5 | 11.3 | -29.8 | . | -5.7 | -20.0 | -3.7 | -7.2 | 1.1
O=C(NC(=S)NCCCN1CCOCC1)c1ccc([N+](=O)[O-])cc1 | -19.7 | -9.3 | -1.7 | 1.51 | -8.1 | -14.9 | 0.0 | 2.1 | 1.1
CCC(=O)N1CCc2cc(S(=O)(=O)NC(Cc3ccccc3)C(=O)NC3CCCCC3)ccc21 (stereo unspecified) | . | -6.1 | -8.8 | -0.422 | -0.1 | -23.9 | 3.5 | 11.1 | -0.8
CCOC(=O)c1ccc(-c2ccc(/C=C(\C#N)C(=O)NCC3CCCO3)o2)cc1 (stereo unspecified) | -14.1 | 3.4 | -202.1 | -0.317 | 5.3 | 1.5[20 µM] | 6.6 | 16.9 | -1.4
CCC(=NC1CC(C)(C)NC(C)(C)C1)C1=C(O)CC(C)(C)CC1=O | . | -33.9 | -6.5 | 0.497 | -5.0 | -22.7 | -0.2 | 6.1 | 0.5
C=CCN=C(NC#N)SCC(=O)c1cccc(OC)c1 | . | -1.0 | 7.7 | -0.959 | -0.8 | 0.0 | 18.6 | 30.4 | 0.5
CCCCC[C@H](O)/C=C/[C@H]1C=CC(=O)[C@@H]1C/C=C\CCCC(=O)O | -0.2 | -40.8 | -52.8 | -3.29 | -4.2 | -8.5 | 15.9 | 25.6 | 0.8
COc1ccc(N2CCN(C(=O)CSc3nnnn3-c3ccc4c(c3)OCCO4)CC2)cc1 | 2.5 | -12.8 | -46.8 | -1.52 | 2.5 | -17.4 | 7.7 | 12.4 | -0.4
CN(C)c1ccc(/C=N/N2C(=S)SC(C)(C)C2N(O)C(=O)Nc2ccc([N+](=O)[O-])cc2)cc1 (stereo unspecified) | -2.8 | 5.1 | -74.7 | -1.24 | 12.0 | -18.6[20 µM] | 8.0 | 21.3 | -0.5
CCOC(=O)CNC(=O)CSc1nnc(-c2ccco2)n1N | 3.0 | -10.4 | -2.1 | . | -0.3 | -6.1 | -0.7 | 8.3 | 0.4
CCOc1ccc(C(=O)Nc2ccccc2-c2ccccc2)cc1Cl | -0.6 | 5.5 | -14.1 | 0.109 | -3.1 | -24.4 | 1.6 | 14.0 | -0.2
C=CCNC(=O)c1ccc(-c2cccc([N+](=O)[O-])c2)o1 | -18.9 | -46.9 | 0.4 | -0.675 | 2.1 | -12.2 | -3.4 | -2.3 | -0.3
CC(C)n1nnnc1SCC(=O)Nc1ccc2c(c1)OCCO2 | 0.0 | 6.4 | -11.1 | -0.57 | 1.4 | -29.0 | 1.1 | 12.3 | 0.5
COc1ccc(C(=O)COC(=O)c2ccc(NC(C)=O)cc2)cc1[N+](=O)[O-] | 5.7 | -2.1 | 19.0 | -0.222 | 1.4 | -0.5[20 µM] | 6.3 | 13.3 | 0.6
COc1ccccc1C1=NOC(COC(=O)c2ccc([N+](=O)[O-])cc2)C1 (stereo unspecified) | 10.9 | 16.2 | 10.5 | -2.81 | -6.4 | -15.9 | -5.7 | -0.1 | 0.2
O=C(CCC1N=C2c3ccccc3N=C(SCc3ccc(Cl)cc3)N2C1=O)NCc1ccco1 (stereo unspecified) | -1.6 | 16.4 | -27.1 | . | 20.2 | -9.8 | -5.7 | 24.7 | -0.7
COc1ccc([N+](=O)[O-])cc1N1C(=O)c2cccc3cccc(c23)C1=O | . | -12.6 | -4.6 | -0.353 | -4.8 | -32.8 | 0.2 | 4.8 | 0.6
COc1ccc(NC(=O)c2nc(SC)ncc2Cl)cc1 | . | 4.4 | 1.3 | -0.00864 | -1.6 | -20.9 | 3.2 | 9.5 | 0.7
O=C(CNC(=O)c1ccc(Oc2ccccc2)cc1)OC1CCCCC1=O (stereo unspecified) | . | -20.3 | 11.1 | -0.951 | -15.6 | -10.4[20 µM] | 0.4 | 4.9 | 0.8
CN(C(=O)c1ccc2c(c1)OCO2)C1(C(=O)NC2CCCCC2)CCCCC1 | 3.9 | 5.7 | 18.5 | . | -4.9 | -9.6 | -5.0 | 8.3 | -0.7
CC(=O)N/C(=C\c1cccs1)C(=O)O | 1.6 | -0.1 | -12.8 | 1.08 | -18.2 | -14.0 | -5.8 | 10.8 | 0.8
Cc1cccn2c(CNC3CCCc4ccccc43)c(C(=O)N3CCOCC3)nc12 (stereo unspecified) | -7.6 | 2.6 | 2.1 | -1.46 | 1.0 | -16.1 | 0.8 | 8.0 | -1.6
Cc1ccc(/C=N/NC(=O)C(=O)N/N=C/c2ccc(C)o2)o1 | 0.4 | 2.7 | -158.6 | 0.797 | -0.5 | -9.4 | 6.5 | 6.1 | 1.1
O=C(Cc1ccccc1)Nc1ccc(F)cc1 | -8.7 | 24.5 | 17.7 | 0.387 | 7.5 | 1.3 | 31.3 | 22.3 | 0.5
O=C(Cc1cccs1)N/N=C/C=C\c1ccccc1[N+](=O)[O-] | 1.9 | -1.2 | 9.4 | -0.168 | -6.1 | -22.0 | 0.4 | 11.6 | 0.1

The list is partial, so the mix of outcomes need not match the whole.
